From PubChem
VHR inh abs: blocks human VHR1 dual specificity phosphatase | P51452 | recombinant VHR phosphatase, pNPP absorbance | inhibition, % at 13.3 µM | 0.52% of 290,000 active; in the data active = inhibition above about 50%; also: some compounds called inactive have numbers as strong as hits
MazF activator: activators of E. coli MazEF toxin-antitoxin RNase; P0AE70; FAM/BHQ RNA-DNA oligo cleavage fluorescence, 5 h; activation, % at 20 µM; 0.32% of 350,000 active; AID 504720; in the data active = activation above about 50%
Anthrax LF prot: inhibitors of Bacillus anthracis lethal factor protease; multiplex microsphere protease cleavage assay, LF; inhibition, % at 10 µM; 0.12% of 360,000 active; AID 588501; in the data active = inhibition above about 30%; also: plate controls were buffer without enzyme for full effect and enzyme alone for no effect
Yp Topo-I inh: blocks Yersinia pestis topoisomerase I activity; Y. pestis Topo-I cleavage product accumulation, plate reader; activity, % at 10 µM; 0.064% of 360,000 active; AID 504884; in the data active = activity above about 50%, passing the limit was not always enough; also: inactives centre near 2
PriA SSB inh: blocks PriA binding to SSB C-terminal tail; AlphaScreen SSBct-PriA binding, biotinylated peptide; inhibition, % at 33 µM; 0.6% of 430,000 active; AID 1272365; in the data active = inhibition mostly above about 37%, no sharp cut-off; inactive = mostly below about 20%;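 also: plate controls were negative control peptide for no effect and reference peptide for full effect; strong numbers were not always called active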
3CLpro inhibitor: SARS-CoV 3CLpro protease inhibition; P0C6X7; recombinant SARS-CoV 3CLpro, quenched FRET peptide cleavage; inhibition, % at 6 µM; 0.14% of 290,000 active; AID 1706; in the data active = inhibition above about 12%
BH1578 lux ind: quorum light induction in luxS cqsA deficient V. cholerae; V. cholerae BH1578 lux reporter, luminescence, 6 h; activation, % at 18.7 µM; 0.16% of 350,000 active; in the data active = activation mostly above about 9.7%, no sharp cut-off; also: not every result past the cut was called active; inactives centre near 0; reference of the scale not given here
PfHsp40 yeast: compounds rescuing yeast from Plasmodium falciparum HSP40 toxicity; S. cerevisiae expressing PfHsp40, growth rescue, ATP luminescence; growth rescue, % at 12.5 µM; 0.68% of 340,000 active; AID 504582; in the data active = growth rescue above about 28%, passing the limit was not always enough;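 also: yeast W303a lacking pdr1 and pdr3 grown in galactose medium; growth measured after three days at 30 °C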
TcdB inh: TcdB glycohydrolase inhibition; P18177; TcdB glycohydrolase enzymatic assay, plate reader; inhibition, % at 9.99 µM; 0.24% of 350,000 active; AID 652162; in the data active = inhibition above about 10%
Rv3671c inh: inhibits the M. tuberculosis serine protease Rv3671c | P9WHR9 | inhibition, % at 5.96 µM | 0.048% of 320,000 active | AID 2606; in the data active = inhibition above about 38%;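 also: extracellular domain of Rv3671c used as enzyme; 0% = enzyme with DMSO and 100% = no enzyme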
An asterisk follows results filed as active; & = joins results of further samples.

`NS(=O)(=O)c1ccc(CNC(=S)NC2CCCCC2)cc1` gave VHR inh abs -11, MazF activator 9, Anthrax LF prot -8, Yp Topo-I inh -4, PriA SSB inh 2, 3CLpro inhibitor 1, BH1578 lux ind -0.3, PfHsp40 yeast -0.9, TcdB inh 1.6 and Rv3671c inh -5.
For Cc1ncsc1CCC(=O)N1CCCC(C(=O)c2cccc(Cl)c2)C1 (centres undefined) the results were VHR inh abs 12, MazF activator -1, Anthrax LF prot -1, Yp Topo-I inh 4, PriA SSB inh -4, 3CLpro inhibitor 0, BH1578 lux ind -0.2, PfHsp40 yeast 0.0, TcdB inh 0.0 and Rv3671c inh -2.
For NC(=O)CC(NC(=O)Cc1ccc(Br)cc1)c1ccc(N2CCC(Cc3ccccc3)CC2)c([N+](=O)[O-])c1 (centres undefined) the results were VHR inh abs -5, MazF activator -3, Anthrax LF prot 0, Yp Topo-I inh 6, PriA SSB inh 2, BH1578 lux ind inactive, PfHsp40 yeast -0.8, TcdB inh 0.6 and Rv3671c inh -22.
COc1ccc(NC(=O)c2cnc(SC)nc2)cc1 was read as VHR inh abs 11, MazF activator 9, Yp Topo-I inh 11, PriA SSB inh -7, 3CLpro inhibitor 0, BH1578 lux ind -0.5, PfHsp40 yeast -0.4, TcdB inh 0.3 and Rv3671c inh -14.
CN(CCOc1ccccc1)C(=O)C1CCC(=O)N(CCCN2CCCC2=O)C1 (centres undefined) was read as VHR inh abs 39, MazF activator 3, Anthrax LF prot 5, Yp Topo-I inh 6, PriA SSB inh -3, 3CLpro inhibitor -2, BH1578 lux ind -0.3, PfHsp40 yeast -0.4, TcdB inh -0.3 and Rv3671c inh 6.
Screening COC(=O)C1C(=O)NCC1c1ccc(C)cc1 (centres undefined) returned VHR inh abs 37, MazF activator 0, Anthrax LF prot 0, Yp Topo-I inh -3, PriA SSB inh -18, 3CLpro inhibitor -2, BH1578 lux ind -0.2, PfHsp40 yeast -1.3, TcdB inh -0.2 and Rv3671c inh 4.
Screening CCCn1c(Sc2nnnn2-c2ccccc2)n[nH]c1=O returned VHR inh abs 41, MazF activator 5, Anthrax LF prot -5, Yp Topo-I inh -2, PriA SSB inh -8, 3CLpro inhibitor -2, BH1578 lux ind -6.7, PfHsp40 yeast 0.6 and Rv3671c inh 1.
For COc1ccccc1/C=C/CN1CCC(CO)(Cc2ccccc2)CC1 the results were VHR inh abs 8, MazF activator -23, Anthrax LF prot -2, Yp Topo-I inh 8, PriA SSB inh -12, 3CLpro inhibitor 4, BH1578 lux ind -0.4, PfHsp40 yeast -1.0, TcdB inh 2.6 and Rv3671c inh -14.
`COc1cccc(Nc2ccc(C(=O)O)cc2N)c1` gave VHR inh abs 35, MazF activator 11, Anthrax LF prot 8, Yp Topo-I inh -3, PriA SSB inh 13, 3CLpro inhibitor 5, BH1578 lux ind inactive, PfHsp40 yeast 0.9, TcdB inh 3.8 and Rv3671c inh -10.
COC(=O)[C@@]1(C)[C@H]2C(=O)N(Cc3ccccc3)C(=O)[C@H]2[C@H]2CN=C(SCc3ccc(Cl)cc3)N21 was read as MazF activator 1, Anthrax LF prot -1, Yp Topo-I inh 28, PriA SSB inh 2, BH1578 lux ind -1.1, PfHsp40 yeast -0.8 and TcdB inh -1.2.
CC1=NN(c2nc3ccccc3s2)C(O)(C(F)(F)F)C1 (centres undefined) was read as VHR inh abs 9, MazF activator 11, Anthrax LF prot 2, Yp Topo-I inh -11, PriA SSB inh -2, 3CLpro inhibitor 0, BH1578 lux ind -1.1, PfHsp40 yeast 1.0, TcdB inh 6.5 and Rv3671c inh 3.
CCSc1nnc(NC(=O)CC(C)C)s1 was read as VHR inh abs 2, MazF activator 3, Anthrax LF prot -3, Yp Topo-I inh -12, PriA SSB inh 1, 3CLpro inhibitor -1, BH1578 lux ind inactive, PfHsp40 yeast -1.7, TcdB inh 1.1 and Rv3671c inh -1.
CN(CC(=O)N(CCO)Cc1ccccc1)S(=O)(=O)c1ccc2c(c1)c(=O)n(C)c(=O)n2C was read as VHR inh abs 4, MazF activator 8, Anthrax LF prot -5, Yp Topo-I inh 7, PriA SSB inh -1, 3CLpro inhibitor 0, BH1578 lux ind -1.8, PfHsp40 yeast 2.3, TcdB inh 4.3 and Rv3671c inh 9.
For NC(c1ccccc1)c1cccnc1 (centres undefined) the results were VHR inh abs -6, MazF activator 0, Anthrax LF prot 13, Yp Topo-I inh 0, PriA SSB inh -9, 3CLpro inhibitor -5, BH1578 lux ind 0.2, PfHsp40 yeast -0.2, TcdB inh -0.1 and Rv3671c inh 1.
For COc1ccc(OC)c(Nc2ncnc3c2cnn3-c2ccccc2)c1 the results were VHR inh abs 28, MazF activator 3, Anthrax LF prot -7, Yp Topo-I inh 5, PriA SSB inh -5, 3CLpro inhibitor -7, BH1578 lux ind inactive, PfHsp40 yeast 2.4 and Rv3671c inh -3.
For CCOC(=O)C1CC2=C(CCCC2=O)NC1=O (centres undefined) the results were MazF activator -1, Anthrax LF prot -1, Yp Topo-I inh 0, PriA SSB inh 0, BH1578 lux ind 3.3, PfHsp40 yeast -0.9 and TcdB inh -0.9.
For COc1ccc(S(=O)(=O)N2CCCCC2)cc1NC(=O)CNc1ccc(F)cc1C the results were MazF activator 11, Anthrax LF prot -5, Yp Topo-I inh 10, PriA SSB inh -1, BH1578 lux ind -0.5, PfHsp40 yeast 1.9, TcdB inh -1.8 and Rv3671c inh -5.
For Fc1ccc([C@@H]2CCNC[C@H]2COc2ccc3c(c2)OCO3)cc1 the results were VHR inh abs 16, MazF activator 31&15&27, Anthrax LF prot -14&-7&-5, Yp Topo-I inh -7&0&-10, PriA SSB inh 31, 3CLpro inhibitor -3, BH1578 lux ind -0.3&-0.2&0.6, PfHsp40 yeast -1.0&-0.4&-0.7, TcdB inh 1.7&0.8&-0.1 and Rv3671c inh -8&1&-3.
Screening COc1ccc(CCn2c(-c3ccncc3)n[nH]c2=S)cc1OC returned VHR inh abs 5, MazF activator 7, Anthrax LF prot -4, Yp Topo-I inh 3, PriA SSB inh -1, 3CLpro inhibitor 0, BH1578 lux ind inactive, PfHsp40 yeast -1.1, TcdB inh 1.9 and Rv3671c inh 6.
CN(C)CCNC(=O)c1cc2ccccc2oc1=O was read as VHR inh abs 3, MazF activator 16, Anthrax LF prot -2, Yp Topo-I inh -1, PriA SSB inh -3, 3CLpro inhibitor 5, BH1578 lux ind -0.5, PfHsp40 yeast -1.8 and Rv3671c inh 3.
Screening CC(C)Cc1cc(C(=O)Nc2sc3c(c2C#N)CCCC3)no1 returned VHR inh abs -18, MazF activator 2, Anthrax LF prot -10, Yp Topo-I inh 31, PriA SSB inh -10, 3CLpro inhibitor 7, BH1578 lux ind -0.2, PfHsp40 yeast -1.3, TcdB inh 0.9 and Rv3671c inh -7.
`Cc1nn(CCCNC(=O)C2CCCO2)cc1Br` (centres undefined) gave VHR inh abs 14, MazF activator 4, Anthrax LF prot 0, Yp Topo-I inh -13, PriA SSB inh -6, 3CLpro inhibitor -2, BH1578 lux ind -0.4, PfHsp40 yeast -1.0 and Rv3671c inh -1.
Screening O=C(NCCSCc1ccc(Cl)cc1Cl)c1ccc(CN2CCOCC2)cc1 returned VHR inh abs 10, MazF activator 0, Anthrax LF prot -1, Yp Topo-I inh 36, PriA SSB inh -16, 3CLpro inhibitor 0, BH1578 lux ind 0.0, PfHsp40 yeast 1.2, TcdB inh 0.7 and Rv3671c inh -3.
For Clc1ccc(Nc2ncnc3ccc(Br)cc23)cc1 the results were VHR inh abs 8, MazF activator 31, Anthrax LF prot -4, Yp Topo-I inh -13, PriA SSB inh -4, 3CLpro inhibitor 0, BH1578 lux ind inactive, PfHsp40 yeast 8.5 and Rv3671c inh -26.
Cc1ccc(CNC(=O)CSc2ncccn2)cc1 was read as VHR inh abs 17, MazF activator 3, Anthrax LF prot -6, Yp Topo-I inh 2, PriA SSB inh -2, 3CLpro inhibitor 0, BH1578 lux ind inactive, PfHsp40 yeast -0.1 and Rv3671c inh 2.
Screening COc1ccc(S(=O)(=O)N2CC3CCCN3c3ccc(C(F)(F)F)cc32)cc1 (centres undefined) returned VHR inh abs 37, MazF activator -1, Anthrax LF prot -1, Yp Topo-I inh 3, PriA SSB inh -6, 3CLpro inhibitor 2, BH1578 lux ind inactive, PfHsp40 yeast 1.9 and Rv3671c inh -4.
COc1ccc(/C=C/C(=O)NC(=S)Nc2ccc(Br)cn2)cc1 was read as VHR inh abs 4, MazF activator -19, Anthrax LF prot -14, Yp Topo-I inh 2, PriA SSB inh 0, 3CLpro inhibitor 0, BH1578 lux ind 0.9, PfHsp40 yeast -0.6, TcdB inh -0.5 and Rv3671c inh 1.
Screening CCOC(=O)/C(=C(/C)N)C1CC(=O)NC1=O (centres undefined) returned MazF activator -4, Anthrax LF prot 5, Yp Topo-I inh -1, BH1578 lux ind 4.8 and TcdB inh 1.1.
Screening CC(/C=N/NC(=O)CCn1nnc2ccccc21)=C\c1ccccc1 returned VHR inh abs 25, MazF activator 5, Anthrax LF prot 0, Yp Topo-I inh 0, 3CLpro inhibitor 1, BH1578 lux ind inactive, PfHsp40 yeast 0.7, TcdB inh 0.2 and Rv3671c inh 7.
For O=C1NCCN1CCNc1nc(NCC2CC2)nc2cc(-c3ccccc3)sc12 the results were Anthrax LF prot 0, Yp Topo-I inh -1, BH1578 lux ind -0.6 and TcdB inh 1.3.
`COc1ccc(CC(C)Nc2ccccc2F)cc1` (centres undefined) gave VHR inh abs 22, MazF activator -18, Yp Topo-I inh 0, PriA SSB inh -57, 3CLpro inhibitor 1, BH1578 lux ind -0.4, PfHsp40 yeast -0.7, TcdB inh 0.7 and Rv3671c inh -1.
For CCOC(=O)c1c(C)oc2c1c(CN1CCN(CCO)CC1)c(O)c1ccccc12 the results were VHR inh abs 6, MazF activator -23, Anthrax LF prot -2, Yp Topo-I inh 8, PriA SSB inh 11, 3CLpro inhibitor 4, BH1578 lux ind -0.4, PfHsp40 yeast 0.7 and TcdB inh 0.2.
For CCC(CO)Oc1cc(NC(=O)c2cccc([N+](=O)[O-])c2)c2ncn(C(C)C)c2c1 (centres undefined) the results were MazF activator 7, Anthrax LF prot 0, Yp Topo-I inh 0, PriA SSB inh -11, BH1578 lux ind -4.5, PfHsp40 yeast -1.1, TcdB inh 0.8 and Rv3671c inh -5.
Screening COc1ccc(S(=O)(=O)Nc2cc(C)ccc2OC)cc1C returned VHR inh abs 6, MazF activator 3, Anthrax LF prot 6, Yp Topo-I inh 7, PriA SSB inh -24, 3CLpro inhibitor 1, BH1578 lux ind inactive, PfHsp40 yeast 1.9 and Rv3671c inh 2.
Screening CSc1nc2nc(-c3cccs3)cc(C(F)(F)F)c2c(=O)[nH]1 returned VHR inh abs -3, MazF activator 6, Anthrax LF prot 1, Yp Topo-I inh 0, PriA SSB inh 9, 3CLpro inhibitor 2, BH1578 lux ind -0.4, PfHsp40 yeast -1.1, TcdB inh 1.1 and Rv3671c inh -1.
`Cn1c(Oc2ccc3c(c2)OCO3)nc2c1c(=O)n(Cc1ccccc1)c(=O)n2C` gave VHR inh abs 23, MazF activator 30, Anthrax LF prot -1, Yp Topo-I inh 1, PriA SSB inh -16, 3CLpro inhibitor -5, BH1578 lux ind 0.1&4.3, PfHsp40 yeast 0.5 and Rv3671c inh 3.

Three consecutive entries out of the list so far, for reference:
Screening COc1ccc(S(=O)(=O)Nc2cc(C)ccc2OC)cc1C returned VHR inh abs 6, MazF activator 3, Anthrax LF prot 6, Yp Topo-I inh 7, PriA SSB inh -24, 3CLpro inhibitor 1, BH1578 lux ind inactive, PfHsp40 yeast 1.9 and Rv3671c inh 2.
Screening CSc1nc2nc(-c3cccs3)cc(C(F)(F)F)c2c(=O)[nH]1 returned VHR inh abs -3, MazF activator 6, Anthrax LF prot 1, Yp Topo-I inh 0, PriA SSB inh 9, 3CLpro inhibitor 2, BH1578 lux ind -0.4, PfHsp40 yeast -1.1, TcdB inh 1.1 and Rv3671c inh -1.
`Cn1c(Oc2ccc3c(c2)OCO3)nc2c1c(=O)n(Cc1ccccc1)c(=O)n2C` gave VHR inh abs 23, MazF activator 30, Anthrax LF prot -1, Yp Topo-I inh 1, PriA SSB inh -16, 3CLpro inhibitor -5, BH1578 lux ind 0.1&4.3, PfHsp40 yeast 0.5 and Rv3671c inh 3.

These rows are one share of the data; count on the stated rates, not on these rows.
